Vif-A3G inh – blocks the Vif interaction with human APOBEC3G. Q9HC16. HeLa A3G-eYFP + Vif (tagged APOBEC3G with the HIV-1 protein that degrades it), YFP fluorescence, overnight. Potency, µM (doses to about 46.1 µM), inactives show at the top dose activity, negative = active, most hits filed as inhibitors. 410,000 tested, 0.076% active. AID 602310;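 further: potency means the concentration at half of the fitted maximal effect; on the % scale 0 is the no-effect control and ±100 the full control effect; nearly all actives have a fitted effect of over 60% in size; hits raise eYFP signal because A3G escapes Vif-driven loss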
Target sequence (Q9HC16 whole entry, looked up): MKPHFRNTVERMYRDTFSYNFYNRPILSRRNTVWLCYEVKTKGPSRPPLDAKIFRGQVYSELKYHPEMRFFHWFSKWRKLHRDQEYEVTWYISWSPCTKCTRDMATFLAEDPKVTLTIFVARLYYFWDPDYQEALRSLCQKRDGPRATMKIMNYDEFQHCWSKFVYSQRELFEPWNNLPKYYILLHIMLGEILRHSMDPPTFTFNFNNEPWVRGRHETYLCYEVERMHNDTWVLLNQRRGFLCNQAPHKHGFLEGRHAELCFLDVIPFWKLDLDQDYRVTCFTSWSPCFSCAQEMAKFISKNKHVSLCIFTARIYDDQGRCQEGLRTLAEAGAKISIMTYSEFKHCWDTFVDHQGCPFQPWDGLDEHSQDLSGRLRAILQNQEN
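Read-out is eYFP fluorescence (Ex 488/Em 500-530) from Vif-expressing HeLa A3G-eYFP cells; more signal means A3G escaped Vif-mediated degradation. Cells plated overnight, compound pinned in, incubated overnight at 37 deg C.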
D1 potentiator – enhances dopamine response at the human D1 receptor | 360,000 tested, 0.036% active | potentiation, % at 10 µM | HEK293 TREx D1 cells, calcium flux, dopamine EC20 potentiation | P21728 | AID 504651; in the data active means potentiation above about 30%; further: 0% is about no effect
LDHA block – LDHA (human) enzyme inhibition. P00338. purified LDHA, NADH/diaphorase-resazurin fluorescence; stronger effect = lower value. activity change, % (values are at about 110 or 230 µM). 480,000 tested, 0.15% active. AID 1347041; in the data active means activity change below about -30%; inconclusive means mostly about -25% to -30%;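 further: plate controls were DMSO wells for no effect and wells without enzyme for full effect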
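Remaining NADH was detected by diaphorase (0.133 mg/mL) converting 37 µM resazurin to fluorescent resorufin, read at 0 and 20 minutes. The preceding 5-minute room-temperature reaction used 2 nM LDHA, 0.2 mM sodium pyruvate and 0.06 mM NADH at pH 7.4.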
RXFP1 agonist – activates the human relaxin receptor RXFP1; Q9HBX9; HEK293T-RXFP1 cAMP TR-FRET, 30 min; response scale: percent of porcine relaxin response, buffer zero; Potency, µM (series often up to 57.5 µM), for the others: at the highest dose activation, hits mostly activators; 370,000 tested, 0.3% active; further: potency means the concentration at half of the fitted maximal effect; on the % scale 0 is the no-effect control and ±100 the full control effect; nearly all actives have a fitted effect of over 60% in size; many of its hits are not listed in these tables
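cAMP rise read by TR-FRET after 30 min, 37C compound exposure (up to 58 uM) in RXFP1-transfected HEK293 cells with Ro 20174 present. EC50 from Hill-equation fits, with 29 nM porcine relaxin as 100% and buffer as basal.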
D1 agonist – human D1 receptor agonism. P21728. HEK293 T-REx D1 cells, calcium flux, agonist mode. AID 504660. 360,000 tested, 1% active. activation, % at 2 µM; in the data active means activation above about 30%; further: 0% is about no effect
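Tetracycline-induced HEK293 TREx D1 cells, force-coupled to calcium signalling, were dye-loaded with a no-wash calcium kit. Compound was pin-added after a 10 s baseline. Fluorescence was read kinetically at 1 cycle/s for 180 s, with calcium rises flagged as agonism.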
D1 antag – blocks dopamine activation of the human D1 receptor | HEK293 TREx D1 cells, calcium flux, dopamine EC80; stronger effect = lower value | activity change, negative = inhibition, % at 10 µM | 360,000 tested, 3.2% active; in the data active means activity change below about -30%; further: on the % scale 0 is the no-effect control and ±100 the full control effect
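Cells carrying a force-coupled, tetracycline-inducible human D1 receptor report calcium flux. Each well gets a 10 s baseline, compound with 180 s monitoring, then an EC80 dopamine stimulus with a second 180 s kinetic read.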
D2 PAM – D2 dopamine receptor (human) potentiation; 340,000 tested, 0.34% active; potentiation, % at 10 µM; P14416; HEK293 T-REx D2, calcium flux, EC20 dopamine potentiation;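 active means potentiation over 3 SD above the plate norm, cut at about 30% in these data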; further: 0% is about no effect
Target sequence (P14416 whole entry, looked up): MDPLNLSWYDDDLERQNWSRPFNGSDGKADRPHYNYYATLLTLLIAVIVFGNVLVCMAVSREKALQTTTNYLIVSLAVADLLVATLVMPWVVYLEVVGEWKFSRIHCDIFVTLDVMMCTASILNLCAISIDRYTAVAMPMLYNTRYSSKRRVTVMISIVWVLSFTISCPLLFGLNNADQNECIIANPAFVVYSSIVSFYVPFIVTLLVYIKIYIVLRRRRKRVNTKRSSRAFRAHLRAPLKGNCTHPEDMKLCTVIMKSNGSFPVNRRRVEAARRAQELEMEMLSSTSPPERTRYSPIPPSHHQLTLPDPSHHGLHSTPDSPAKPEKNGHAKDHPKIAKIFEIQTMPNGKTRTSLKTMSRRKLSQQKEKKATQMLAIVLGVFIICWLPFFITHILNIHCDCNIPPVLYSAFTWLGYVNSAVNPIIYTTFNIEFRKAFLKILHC
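Tetracycline-induced Hek293 Trex D2 cells, force-coupled to calcium, loaded with no-wash calcium dye. Compound added with 180 s kinetic read for agonism, then EC20 dopamine and a further 180 s read for potentiation.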
Glioma ERSR ind – induces the endoplasmic reticulum stress response in human glioma cells. 420,000 tested, 0.02% active. U87-MG GRP78 promoter luciferase reporter, 16 h. Potency, µM, for the others: at the top dose activation, most hits filed as activators; further: potency means the concentration at half of the fitted maximal effect; series mostly up to about 76 µM; % of control where 0% means no effect; nearly all actives have a fitted effect of over 35% in size
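ERSR induction read as luciferase luminescence (Bright-Glo, 10 min at room temperature) in stably transfected human U87-MG glioma cells exposed to compounds for 16 h, using GRP78 as sensor.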
Vif-A3F inh – Vif-A3F binding inhibition | Potency, µM (top dose mostly 46.1 µM), inactives show at the highest dose activity, negative = active | HeLa A3F-eYFP + Vif (tagged APOBEC3F with the HIV-1 protein that degrades it), YFP fluorescence increase | 390,000 tested, 0.2% active; further: potency means the concentration at half of the fitted maximal effect; % of control where 0% means no effect; nearly all actives have a fitted effect of over 65% in size
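Fluorescence increase (Ex 488/Em 500-530) after overnight compound treatment at 37 deg C flags inhibition of Vif-driven A3F-eYFP loss in stable HeLa A3F-eYFP/Vif cells seeded overnight beforehand.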
The depositor's hits bear a star; & = joins results of further samples. Unless noted, the call rests on the fitted dose curve; in most records, active means well fitted curve in the direction sought with a large enough effect; inconclusive means small, poorly fitted or top-dose-only effect, or another doubt; inactive means no such curve, though single readings can be large; an effect the other way counts as inactive or inconclusive.

`Cc1ccc2[nH]c(=O)c3cc(C(=O)N(C)c4ccc(Br)cc4)sc3c2c1` gave Vif-A3G inh 6%, D1 potentiator 2, LDHA block 0, RXFP1 agonist 5.2%, D1 agonist 3, D1 antag 24, D2 PAM -2, Glioma ERSR ind -2% and Vif-A3F inh -3%.
NC(=O)/C(=C\c1cccnc1)NC(=O)c1ccccc1 was read as Vif-A3G inh 6%, D1 potentiator 3, LDHA block -10, RXFP1 agonist -0.1%, D1 agonist 2, D1 antag 6, D2 PAM -25, Glioma ERSR ind -3% and Vif-A3F inh 4%.
Screening CN(C(=O)Cn1nc(Cl)ccc1=O)C1CCCN(Cc2ccccc2F)C1 (configuration not stated) returned Vif-A3G inh 5%, D1 potentiator 7, LDHA block -3, RXFP1 agonist 1.0%, D1 agonist 1, D1 antag -20, D2 PAM 13, Glioma ERSR ind -2% and Vif-A3F inh -4%.
For CCC(C)(C)C1CCC(=NNC(=S)Nc2ccccc2)CC1 (configuration not stated) the results were Vif-A3G inh 3%, D1 potentiator -6, LDHA block -7, RXFP1 agonist -1.4%, D1 agonist 2, D1 antag -12, D2 PAM -4, Glioma ERSR ind 0% and Vif-A3F inh inconclusive.
Screening c1ccc(N2CCN(c3ncnc4sc5c(c34)CCC5)CC2)cc1 returned Vif-A3G inh -1%, D1 potentiator -7, LDHA block 6, RXFP1 agonist 5.9%, D1 agonist 2, D1 antag -13, D2 PAM 12 and Glioma ERSR ind -5%.
`COc1ccc(/C=C/C(=O)NNC(=O)c2ccncc2)c(OC)c1` gave Vif-A3G inh -4%, D1 potentiator -6, LDHA block -2, RXFP1 agonist 1.3%, D1 agonist 2, D1 antag -11, D2 PAM -6, Glioma ERSR ind 0% and Vif-A3F inh 2%.
c1ccc(Cn2cc(CN3CCCO3)c(-c3ccc4c(c3)OCO4)n2)cc1 was read as Vif-A3G inh -4%, D1 potentiator -6, LDHA block -3, RXFP1 agonist -2.8%, D1 agonist -1, D1 antag -10, D2 PAM 1, Glioma ERSR ind -1% and Vif-A3F inh -8%.
For COc1ccc(C(=O)N/C(=C\c2cn(S(=O)(=O)N(C)C)c3ccccc23)C(=O)NCCN2CCOCC2)cc1OC the results were Vif-A3G inh 3%, D1 potentiator -10, LDHA block -18, RXFP1 agonist -2.6%, D1 agonist 2, D1 antag 4, D2 PAM 5, Glioma ERSR ind -8% and Vif-A3F inh -2%.
For Cn1c(=O)c(=O)n(C)c2cc(S(=O)(=O)N3CCC(N4CCCCC4)CC3)ccc21 the results were Vif-A3G inh -1%, LDHA block -2, Glioma ERSR ind -4% and Vif-A3F inh -4%.
CCCN(CC(=O)Nc1cc(Cl)ccc1Cl)C(=O)/C=C/c1cc(OC)ccc1OC was read as Vif-A3G inh 1%, LDHA block -5, Glioma ERSR ind -4% and Vif-A3F inh -3%.
`COCCNC(=S)NN=C1CCCCCC1` gave Vif-A3G inh 1%, D1 potentiator 3, LDHA block -7, RXFP1 agonist 1.1%, D1 agonist 2, D1 antag 4, D2 PAM 3, Glioma ERSR ind -2% and Vif-A3F inh inconclusive.
`CSc1ncc(Cl)c(C(=O)Nc2cc(C)ccc2C)n1` gave Vif-A3G inh 3%, D1 potentiator 10, LDHA block -3, RXFP1 agonist 1.3%, D1 agonist 4, D1 antag 5, D2 PAM 7, Glioma ERSR ind 1% and Vif-A3F inh -1%.
Screening CC(=O)N1c2ccccc2NC2=C(C(=O)CCC2)C1c1cccnc1 (configuration not stated) returned Vif-A3G inh 2%, D1 potentiator 2, LDHA block 2, RXFP1 agonist 0.1%, D1 agonist 2, D1 antag 0, D2 PAM -6 and Glioma ERSR ind -8%.
For COc1ccc(Cl)cc1NC(=O)c1cc(-c2ccc3c(c2)OCO3)on1 the results were Vif-A3G inh -2%, D1 potentiator 0, LDHA block -6, RXFP1 agonist 1.8%, D1 agonist 3, D1 antag -3, D2 PAM -7, Glioma ERSR ind -3% and Vif-A3F inh 0%.
`O=C(COc1cccnc1[N+](=O)[O-])NCc1cccs1` gave Vif-A3G inh 5%, D1 potentiator 3, LDHA block -5, RXFP1 agonist 4.1%, D1 agonist 1, D1 antag 8, D2 PAM 0, Glioma ERSR ind -5% and Vif-A3F inh 1%.
For COc1ccc(NC(=O)Cn2c(=O)n(Cc3ccccc3)c(=O)c3oc4ccccc4c32)cc1Cl the results were Vif-A3G inh 2%, D1 potentiator 1, LDHA block -1, RXFP1 agonist 1.9%, D1 agonist 0, D1 antag 8, D2 PAM 2, Glioma ERSR ind 0% and Vif-A3F inh 4%.
CCN(CC)S(=O)(=O)c1ccc2c(c1)N(CC(=O)NCCCN1CCN(c3cc(C)ccc3C)CC1)C(=O)CO2 was read as Vif-A3G inh -3%, D1 potentiator 0, LDHA block 3, RXFP1 agonist -0.5%, D1 agonist 13, D1 antag -13, D2 PAM -20, Glioma ERSR ind -7% and Vif-A3F inh 3%.
`Cc1ccc(/C=C/C(=O)N2CCCC(C(N)=O)C2)o1` (configuration not stated) gave Vif-A3G inh -1%, D1 potentiator -3, LDHA block 0, RXFP1 agonist -2.7%, D1 agonist 1, D1 antag -8, D2 PAM 5, Glioma ERSR ind -6% and Vif-A3F inh 2%.
Screening Cc1ccc(-n2nc(C)c(C(=O)O)n2)c(C)c1 returned Vif-A3G inh 0%, D1 potentiator -2, LDHA block -8, RXFP1 agonist 0.4%, D1 agonist -1, D1 antag 12, D2 PAM -16, Glioma ERSR ind -3% and Vif-A3F inh 3%.
`COc1ccc(C(CNC(=O)Cc2cc(OC)c(OC)c(OC)c2)N2CCCC2)cc1` (configuration not stated) gave Vif-A3G inh 2%, D1 potentiator 2, LDHA block -1, RXFP1 agonist 1.3%, D1 agonist 4, D1 antag -1, D2 PAM 9, Glioma ERSR ind -4% and Vif-A3F inh 0%.
For COc1ccccc1C1CCN(C(=O)c2cccc([N+](=O)[O-])c2)CC1 the results were Vif-A3G inh 0%, D1 potentiator -3, LDHA block -6, RXFP1 agonist 2.1%, D1 agonist 1, D1 antag -9, D2 PAM -4, Glioma ERSR ind -3% and Vif-A3F inh -10%.
`CCOC(=O)C1=C(COC(=O)c2ccc([N+](=O)[O-])s2)NC(=O)NC1C` (configuration not stated) gave Vif-A3G inh -25%, LDHA block 3, Glioma ERSR ind inconclusive and Vif-A3F inh 2%.
`CC1(C)CCC(=O)N2CC[C@H]3C[C@H](OC(=O)Nc4ccccc4)C[C@@H]1[C@H]32` gave Vif-A3G inh -8%&-2%, D1 potentiator -4, LDHA block 1, RXFP1 agonist 0.1%, D1 agonist 5, D1 antag -8, D2 PAM -14, Glioma ERSR ind 0%&2% and Vif-A3F inh -1%.
Screening Cc1nnc(SCCN2CCOCC2)n1-c1cccc(Cl)c1 returned Vif-A3G inh -1%, D1 potentiator -4, LDHA block -10, RXFP1 agonist 1.6%, D1 agonist 1, D1 antag 11, D2 PAM 4, Glioma ERSR ind -10% and Vif-A3F inh -6%.
`O=C1NC(=O)C(CC(=O)N(Cc2cccs2)C2(C(=O)NC3CCCC3)CCCCC2)N1` (configuration not stated) gave Vif-A3G inh -9%, D1 potentiator -4, LDHA block -9, RXFP1 agonist -0.2%, D1 agonist 1, D1 antag -7, D2 PAM 3, Glioma ERSR ind 0% and Vif-A3F inh -3%.
`COc1ccc(N(CC(=O)N2CCN(c3cccc(OC)c3)CC2)S(=O)(=O)c2c(C)noc2C)cc1` gave Vif-A3G inh -2%, D1 potentiator 2, LDHA block -3, RXFP1 agonist -2.2%, D1 agonist -1, D1 antag -4, Glioma ERSR ind -2% and Vif-A3F inh -9%.
O=C(NCc1ccccc1)c1cc(-c2cccc(O)c2)on1 was read as Vif-A3G inh 1%, D1 potentiator -5, LDHA block -6, RXFP1 agonist -0.7%, D1 agonist 2, D1 antag 5, D2 PAM -10, Glioma ERSR ind 4% and Vif-A3F inh -14%.
O=C(c1noc2c1CCCCC2)N1CCN(c2cccc(Cl)c2)CC1 was read as Vif-A3G inh 3%, D1 potentiator 2, LDHA block -5, RXFP1 agonist 1.2%, D1 agonist 5, D1 antag 4, D2 PAM 3, Glioma ERSR ind -2% and Vif-A3F inh -12%.
For Cc1ccc(C2=NN(C(=O)CCCC(=O)O)C(c3ccc4c(c3)OCO4)C2)cc1 (configuration not stated) the results were Vif-A3G inh -12%, D1 potentiator 5, LDHA block -9, RXFP1 agonist -4.4%, D1 agonist 0, D1 antag 10, D2 PAM -2, Glioma ERSR ind -1% and Vif-A3F inh -7%.
Screening COc1cc(C)c(S(=O)(=O)NOCc2ccc([N+](=O)[O-])cc2)c(C)c1C returned Vif-A3G inh -1%, D1 potentiator -2, LDHA block -1, RXFP1 agonist 3.2%, D1 agonist 4, D1 antag -7, D2 PAM 3, Glioma ERSR ind -2% and Vif-A3F inh -7%.
For O=C(COc1ccc2ccccc2c1)NNC(=O)Nc1ccc(F)cc1F the results were Vif-A3G inh -3%, D1 potentiator -2, LDHA block -6, RXFP1 agonist 1.4%, D1 agonist 0, D1 antag 5, D2 PAM -1, Glioma ERSR ind -4% and Vif-A3F inh 6%.
Screening O=C1C2C3C=CC(C3)C2C(=O)N1c1ccncc1 (configuration not stated) returned Vif-A3G inh -7%, D1 potentiator -9, LDHA block -1, RXFP1 agonist -3.6%, D1 agonist 4, D1 antag -9, D2 PAM -6, Glioma ERSR ind -5% and Vif-A3F inh -1%.
Screening COc1ccc(NC(=O)c2oc3ccc(S(=O)(=O)N(C)C4CCCCC4)cc3c2C)cc1Cl returned Vif-A3G inh -2%, D1 potentiator 0, LDHA block -10, RXFP1 agonist -1.0%, D1 agonist -2, D1 antag -30*, D2 PAM 1, Glioma ERSR ind 2% and Vif-A3F inh 2%.

Source: PubChem BioAssay (National Center for Advancing Translational Sciences (NCATS))

Some of the compounds tested. The share of hits here may be higher or lower than overall.
